Screening data (PubChem BioAssay)
D2 ag: agonists of human D2 dopamine receptor; activation, % at 2 µM; HEK293 T-REx D2 cells, calcium flux agonist mode; P14416; 0.53% of 340,000 active;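 active means activation over 3 SD above normal in the single-dose calcium agonist read, cut at about 30% in these data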; further: 0% is about no effect
Target sequence (P14416 whole entry, looked up): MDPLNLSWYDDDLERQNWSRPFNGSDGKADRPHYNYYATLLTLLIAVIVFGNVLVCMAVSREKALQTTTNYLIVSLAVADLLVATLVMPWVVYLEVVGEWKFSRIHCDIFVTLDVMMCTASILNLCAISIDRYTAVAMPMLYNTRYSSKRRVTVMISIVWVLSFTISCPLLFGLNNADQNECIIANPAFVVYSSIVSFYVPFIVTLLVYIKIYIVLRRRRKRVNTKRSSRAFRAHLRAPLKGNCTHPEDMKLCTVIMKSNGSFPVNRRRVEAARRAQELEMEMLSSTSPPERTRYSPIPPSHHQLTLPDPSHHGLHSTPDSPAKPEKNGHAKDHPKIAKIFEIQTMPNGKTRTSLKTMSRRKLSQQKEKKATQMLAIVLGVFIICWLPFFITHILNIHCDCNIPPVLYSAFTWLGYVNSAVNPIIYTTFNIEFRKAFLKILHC
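Calcium-flux readout, 1 cycle/sec over 180 s following compound pin transfer, in inducible HEK293 Trex D2 cells (force-coupled); dopamine controls included. Positive calcium responses during this window marked compounds as potential agonists.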
D2 PAM: D2 dopamine receptor (human) potentiation | 0.34% of 340,000 active | P14416 | potentiation, % at 10 µM | HEK293 T-REx D2, calcium flux, EC20 dopamine potentiation;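 active means potentiation over 3 SD above the plate norm, cut at about 30% in these data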; further: 0% is about no effect
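Primary screen. Calcium kinetics in induced HEK293 T-REx D2 cells: compound pre-addition 180 s, EC20 dopamine, 180 s more.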
RXFP1 antagonist: blocks the human relaxin receptor RXFP1; Q9HBX9; HEK293-RXFP1, relaxin-stimulated cAMP HTRF, 30 min; hits give low values; activity change, negative = inhibition, % at 57.5 µM; 0.59% of 350,000 active; AID 1259400;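 active means activity change of -60% or lower, but not beyond a set lower limit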; further: on the % scale 0 is the no-effect control and ±100 the full control effect
D2 antagonist: antagonizes the human D2 dopamine receptor. HEK293 TREx D2 cells, calcium flux, dopamine EC80. inhibition, % at 10 µM. 2% of 340,000 active; in the data active means inhibition above about 30%; further: 0% is about no effect
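Cells plated overnight at 30 C with tetracycline; no-wash calcium dye, 30–90 min RT; 10 s baseline; compound pinned; 180 s read; EC80 dopamine added; another 180 s read.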
D1 PAM: potentiators of human D1 dopamine receptor; P21728; HEK293 TREx D1 cells, calcium flux, dopamine EC20 potentiation; potentiation, % at 10 µM; 0.036% of 360,000 active; AID 504651; in the data active means potentiation above about 30%; further: 0% is about no effect
D1 ag: agonists of human D1 dopamine receptor; AID 504660; 1% of 360,000 active; P21728; HEK293 T-REx D1 cells, calcium flux, agonist mode; activation, % at 2 µM; further: 0% is about no effect
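Agonism was scored from calcium flux recorded over 180 s (1 read/s) after pintool compound addition, following a 10-cycle baseline. Cells were inducible force-coupled HEK293 TREx D1, plated overnight at 30 C and loaded with no-wash calcium dye.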
TRHR agonist: TRH receptor (human) agonism; AID 493084; activation, % at 2 µM; 0.18% of 360,000 active; P34981; TRHR cells, calcium flux fluo-8, FDSS agonist mode; further: 0% is about no effect
Target sequence (P34981 whole entry, looked up): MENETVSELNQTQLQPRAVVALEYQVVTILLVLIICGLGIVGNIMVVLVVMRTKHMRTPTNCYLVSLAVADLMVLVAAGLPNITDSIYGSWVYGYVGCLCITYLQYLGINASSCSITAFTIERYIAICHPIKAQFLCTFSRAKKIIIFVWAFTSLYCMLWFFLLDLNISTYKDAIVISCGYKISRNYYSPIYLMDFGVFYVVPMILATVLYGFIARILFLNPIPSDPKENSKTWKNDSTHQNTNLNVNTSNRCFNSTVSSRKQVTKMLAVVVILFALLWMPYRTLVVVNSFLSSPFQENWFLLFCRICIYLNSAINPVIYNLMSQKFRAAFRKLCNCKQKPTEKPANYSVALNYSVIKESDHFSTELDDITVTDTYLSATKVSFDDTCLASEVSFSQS
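In this calcium-flux screen, cells bearing human TRHR are dye-loaded with fluo-8, baselined for 10 cycles, then exposed to library compounds; positive kinetic calcium responses during the agonist phase mark hits, with TRH as control.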
D1 antag: human D1 dopamine receptor antagonism; activity change, negative = inhibition, % at 10 µM; P21728; 3.2% of 360,000 active; HEK293 TREx D1 cells, calcium flux, dopamine EC80; hits give low values; in the data active means activity change below about -30%; further: on the % scale 0 is the no-effect control and ±100 the full control effect
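Antagonism measured as reduced calcium response to an EC80 dopamine addition following 180 s compound pre-read; cells were inducible HEK293 Trex D1 plated overnight at 30 C, read kinetically at 1 cycle/sec.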
TRHR enhancer: allosteric enhancers of human TRH receptor; P34981; TRHR cells, fluo-8 calcium fluorescence, EC20 TRH enhancement; enhancement, % at 2 µM; 0.66% of 360,000 active; in the data active means enhancement above about 30%; further: 0% is about no effect
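Enhancer read-out: after compound pinning and an initial kinetic agonist-mode read, an EC20 of TRH (10 nM final) was injected and fluo-8 calcium signal (Ex 480/Em 530) followed at 1 s/cycle for 100 cycles in TRHR-expressing cells.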
The depositor's hits bear a star; / = no result given; & = joins results of further samples. Unless noted, no stated cut-off is given here; in the data, active means activation above about 30%; inactive means the rest.

SMILES	D2 ag	D2 PAM	RXFP1 antagonist	D2 antagonist	D1 PAM	D1 ag	TRHR agonist	D1 antag	TRHR enhancer
CCCCc1c(O)nc2n(c1=O)CCS2	-2.6	1	-4	27	0	4	0.2	15	-2
O=c1c2ccccc2nc(-c2ccccc2Cl)n1O	0.6	-18	3	-14	1	2	-0.4	-3	-8
Cc1ccc2oc(C(=O)Nc3cc(C)on3)c(C)c2c1	0.9	7	5	17	/	6	-0.1	-4	3
Cc1ccnc2nc(C(=O)OCC(=O)N(CC(C)C)C3CCS(=O)(=O)C3)nn12 (configuration not stated)	0.1	-6	3	8	-2	1	0.6	11	-6
Cc1ccc(-c2cc(C(=O)NCCCN3CCOCC3)no2)cc1	0.9	0	-2	-14	1	4	0.3	0	0
Cc1cccc(NC(=S)NNC(=O)c2cccc([N+](=O)[O-])c2)c1	-1.3	-3	-10	0	-2	0	0.3	-8	-3
Cc1ccc(C(=O)NNc2ncnc3c2cnn3C)cc1	-0.5	12	5	31*	0	0	0.5	-15	6
N#CCC(CNc1ncc(C(F)(F)F)cc1Cl)OC(=O)c1cccc(C(F)(F)F)c1 (configuration not stated)	0.9	-4	-7	3	-4	8	1.5	6	15
Cc1ccc(-n2nc(C(=O)NC(C)C)c(=O)n(C)c2=O)cc1	-0.3	/	2	/	-1	-1	0.0	-5	2
COC(=O)c1ccc2c(=O)n(CCCN3CCOCC3)c(=S)[nH]c2c1	0.4	-15	8	-11	-4	0	0.1	14	-4
O=C(NCc1ccccc1Cl)C1CCN(S(=O)(=O)c2ccc(N3CCCC3=O)cc2)CC1	-2.0	-1	-19	-1	-8	4	-0.6	-21	-6
CC(C)(C)OC(=O)CNC(=O)c1[nH]cnc1C(=O)NCCCCCN	-0.4	16	/	-4	-1	3	0.2	1	-1
O=C(COC(=O)c1ccc(Cl)c(S(=O)(=O)N2CCCCC2)c1)NCC1CCCCC1	-0.8	-7	4	44*	/	19	0.5	19	-7
COc1ccccc1OC(C)C(=O)O (configuration not stated)	-0.1	-1	2	0	2	2	1.3	3	5
CCOc1ccc(CCNC(=O)Cc2ccc(NC(=O)C3=C(C)OCCS3)cc2)cc1	0.3	7	10	-4	-7	-1	-0.6	-3	-4
COCCCNC(=O)c1c(-c2ccccc2)noc1C	0.8	-3	-10	-5	-2	1	0.3	-18	0
COc1ccc(S(=O)(=O)N2CCCC2)cc1C(C)C	-1.4	-2	-3	-3	-6	1	-0.5	-1	-7
CCc1nnc(N/N=C\c2ccc(OC(C)=O)c(OC)c2)n1N	0.9	-6	5	23	0	1	-0.4	5	1
O=C(CSc1nn(-c2ccccc2)c(=S)s1)Nn1cnnc1	/	4	-5	/	-7	2	0.2	2	-4
COc1ccc(-c2sc3cc4c(cc3c2C#CCO)OCO4)cc1	0.3	4	/	-10	0	1	0.1	/	2

3 compounds picked at random from the list so far:
SMILES	D2 ag	D2 PAM	RXFP1 antagonist	D2 antagonist	D1 PAM	D1 ag	TRHR agonist	D1 antag	TRHR enhancer
COCCCNC(=O)c1c(-c2ccccc2)noc1C	0.8	-3	-10	-5	-2	1	0.3	-18	0
COc1ccc(-c2sc3cc4c(cc3c2C#CCO)OCO4)cc1	0.3	4	/	-10	0	1	0.1	/	2
Cc1ccc(C(=O)NNc2ncnc3c2cnn3C)cc1	-0.5	12	5	31*	0	0	0.5	-15	6

Profiles as entered above:
Shown for `CCOc1ccc(CCNC(=O)Cc2ccc(NC(=O)C3=C(C)OCCS3)cc2)cc1` → D2 ag: 0.3; D2 PAM: 7; RXFP1 antagonist: 10; D2 antagonist: -4; D1 PAM: -7; D1 ag: -1; TRHR agonist: -0.6; D1 antag: -3; TRHR enhancer: -4
Shown for `Cc1ccc(-c2cc(C(=O)NCCCN3CCOCC3)no2)cc1` → D2 ag: 0.9; D2 PAM: 0; RXFP1 antagonist: -2; D2 antagonist: -14; D1 PAM: 1; D1 ag: 4; TRHR agonist: 0.3; D1 antag: 0; TRHR enhancer: 0

Remaining list, next part
SMILES	D2 ag	D2 PAM	RXFP1 antagonist	D2 antagonist	D1 PAM	D1 ag	TRHR agonist	D1 antag	TRHR enhancer
COC(=O)c1cc(OC)c(OC)cc1NC(=O)CSc1ccc(C)cc1	1.2	4	8	-9	-2	4	0.1	-3	0
O=C(Cc1ccccc1)Nc1nnc(SCC(=O)NC2CCCC2)s1	-1.1	-1	-14	7	-2	1	-0.2	7	-2
CCOc1ccc(N(CC(=O)Nc2nccs2)S(=O)(=O)c2c(C)noc2C)cc1	-0.6	0	/	-6	0	2	0.0	-1	-2
Cn1c(=O)c2c(nc(CN3CCC(C(N)=O)CC3)n2Cc2c(F)cccc2Cl)n(C)c1=O	-1.3	3	-3	4	-5	4	0.8	19	3
CCCOP(=O)(c1ccc(N(C)C)cc1)C(O)c1cccnc1 (configuration not stated)	-1.2	-5	-7	12	-2	-1	0.0	7	28
COc1ccc(NC2=CC(c3ccc(OC)cc3)N(c3ccc(OC)cc3)C2=O)cc1 (configuration not stated)	0.5	3	-4	-1	-1	4	0.1	4	16
CCOC(=O)c1ccc(NC(=O)CSc2nnc(Cc3cccs3)n2C)cc1	-1.1	-3	-8	11	-4	1	-1.2	-18	-2
C#CCOCCOCCOCCNc1nc(N2CCN(C(=O)[C@H](CCC(=O)O)n3cc(C(N)Cc4ccc(O)cc4)nn3)CC2)nc(N2CCN(C(=O)[C@H](CCCCN)n3cc(C(N)[C@H](C)CC)nn3)CC2)n1 (some centres not stated)	-0.3	7	/	20	4	-1	-0.6	20	-2
CC(=O)Nc1ccc(S(=O)(=O)n2cnc3cc(C)c(C)cc32)cc1	0.3	13	-4	-16	-2	4	1.0	6	1
CCOC(=O)N1CCC(N2Cc3cccc(C(=O)Nc4ccccc4OC)c3C2=O)CC1	-0.5	0	-3	-4	-1	-1	1.0	3	-1
COc1ccc(NC(=O)C(CCS(C)(=O)=O)NC(C)=O)cc1 (configuration not stated)	0.3	3	3	21	8	3	1.5	5	-4
CC(C)[C@H](NC(=O)N1c2ccccc2NC(=O)[C@@H]1C(C)C)C(=O)N[C@@H](C(=O)O)c1ccccc1	0.3	-7	/	2	-2	3	0.2	7	7
CCOC(=O)C1=C(C)NC(C)=C(C(=O)OC)C1c1cccc([N+](=O)[O-])c1 (configuration not stated)	-2.1&-1.4	-8&-2	17	7&-4	-5&-2	5&-1	-1.1&-0.9	-9&-22	-1&-6
CCOC(=O)/C(=N\Nc1ccccc1[N+](=O)[O-])c1csc(N)n1	1.1	5	1	-2	-1	0	0.0	-8	0
Cc1cc(OCc2n[nH]c(=S)n2-c2ccccc2)ccc1Cl	0.0	0	-17	-8	1	4	0.0	11	-2
Cc1[nH]nc2c1C(c1ccccc1F)NC2=O (configuration not stated)	-0.7	6	/	-5	-4	2	-1.0	8	-1
CCCCN(CC)C(=O)C1CCCN(S(=O)(=O)c2cccc3nsnc23)C1 (configuration not stated)	-0.3	3	14	1	1	5	-0.2	-12	-1
Cc1cccc(N2CCN(C(=O)NC3CCCCC3)CC2C)c1 (configuration not stated)	0.7	-4	7	8	2	3	0.4	-20	42*
O=C(OCC(=O)N1CCN(C(=O)c2ccco2)CC1)c1cccc(F)c1	-0.2	8	-3	3	5	1	0.5	-8	3
CCN(CC(=O)Nc1ccc(S(=O)(=O)N2CCCC2)cc1)Cc1ccccc1	-0.2	9	6	0	-7	6	1.1	10	-1
CCN(CC)CCNC(=O)c1ccc(NC(=O)/C=C/c2cc(OC)c(OC)c(OC)c2)cc1	1.4	4	1	26	-1	1	2.0	0	2
COc1ccc(N2CCN(C(=O)Cn3nc(Cc4cccnc4)c4ccccc4c3=O)CC2)cc1	/	-1	18	/	0	-1	-1.2	7	0
COc1c(C)cc(S(=O)(=O)NCc2ccco2)c(C)c1C	-1.9	11	4	1	-3	3	-0.9	4	2
CCCN1C2CCCC1CC(NC(=O)NC1CCCCC1)C2 (configuration not stated)	0.2	-1	-15	-2	2	3	-0.2	-4	1
CNC(=O)c1csc(-c2ccncc2)n1	1.0	2	-7	22	-2	1	-0.2	0	-2
COc1cc(/C=C/C(=O)O)cc(S(=O)(=O)Nc2ccccc2SC)c1OC	-0.6	-4	-4	-14	4	3	0.1	5	-6
FC(F)(F)c1cccc(CN2CCC(c3cc(-c4cccs4)n[nH]3)CC2)c1	0.1	-33	-39	84*	-6	0	0.7	2	-2
CCOC(=O)Cn1ncc2c(=O)oc3ccccc3c21	0.4	14	2	11	-2	2	-0.1	-19	-5
CCN(CC(=O)Nc1ccc(NC(C)=O)cc1)C(=O)CCCSc1nc2ccccc2[nH]1	-0.1	-2	-23	18	-1	1	0.8	2	0
CCOc1cccc(CN2CCC(n3nccc3NC(=O)CCCc3ccccc3)CC2)c1	/	/	-13	/	0	25	-0.4	-7	-5
O=C(NC(c1ccccc1)c1ccccc1)c1ccc(Br)o1	0.2	8	2	11	-5	-1	-0.2	5	8
COc1ccc(C(=O)NNC(=O)C(NC(=O)c2ccccc2NC(=O)c2ccco2)C(C)C)cc1 (configuration not stated)	-0.5	8	-18	-9	0	2	-0.2	-4	0
C=CCNC(=O)C(=O)NCC(c1ccc2c(c1)OCO2)N1CCOCC1 (configuration not stated)	-0.1	-2	0	1	-2	1	-0.1	-18	-2
CCOc1ccc(C2/C(=C(\O)c3ccc4c(c3)OCCO4)C(=O)C(=O)N2CCN2CCOCC2)cc1OC (configuration not stated)	/	/	-4	/	-4	5	-0.3	-10	0
CC(C)N(Cc1nccn1C)C(=O)c1ccc2oc(Cc3ccccc3)nc2c1	-0.6	2	17	-1	-11	0	-0.5	-24	3
Cc1ccc(-c2cc(-c3ccccc3)no2)cc1	-0.1	-9	/	0	2	4	-0.3	3	4
CC(=O)N(c1ccccc1)c1nc(/C=C/C(=O)O)cs1	3.2	-5	7	-34	-8	0	0.0	-7	-2
O=C1CC(N2CCCCCC2)C(=O)N1c1ccc(F)cc1 (configuration not stated)	0.8	4	-7	6	-3	-1	-0.3	4	-2
CC1CC(C)CN(C(=O)COC(=O)Cc2ccc(Br)cc2)C1 (configuration not stated)	-0.2	-14	-1	-1	-7	7	-1.0	-5	0
O=C(NCc1ccon1)C1CCC(=O)N(CCc2cccc(F)c2)C1 (configuration not stated)	0.1	4	1	-1	0	1	0.0	-17	-1
CC(C)CN(C(=O)CSc1nnc2ccccn12)c1c(N)n(CC(C)C)c(=O)[nH]c1=O	0.8	0	-30	15	-2	4	-0.2	1	3
COC(=O)C1=C(C)Nc2nc(SCc3ccccc3)[nH]c(=O)c2C1c1cccs1 (configuration not stated)	-1.0	13	/	-12	-1	0	0.2	39	0
CCn1cc(CN2CCCC(CNC(=O)COc3ccccc3OC)C2)c(C)n1 (configuration not stated)	-0.4	22	-35	-6	17	3	0.0	14	3
O=C(c1ccco1)n1nc(NCc2ccccc2)nc1NCc1ccccc1	-0.2	3	-3	7	1	3	-0.5	0	-2
